Compound activity from PubChem.
L3MBTL1 inh – qHTS Assay for the Inhibitors of L3MBTL1 | Lethal(3)malignant brain tumor-like protein 1 (Homo sapiens), Q9Y468 | AlphaScreen L3MBTL1–H3K9me1 peptide binding | Potency, µM (series often up to 57.1 µM), for the others: top-dose activity, negative = inhibition, hits mostly inhibitors | 0.66% of 230,000 active | AID 485360, 2010; also: nearly all actives have a fitted effect of over 60% in size
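Read-out is AlphaScreen signal from streptavidin donor and nickel chelate acceptor beads (10 ug/mL final each) bridging L3MBTL1 (50 nM) and biotinylated K9-monomethylated H3(1-15) peptide (75 nM), after 30 min compound exposure at room temperature.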
RGS12 GoLoco inh – qHTS Assay for Inhibitors of RGS12 GoLoco Motif Activity (Red Fluorophore); Guanine nucleotide-binding protein G(i) subunit alpha-1 (Homo sapiens), P63096; Gai1:RGS12 GoLoco peptide FP, rhodamine, 10 min; Potency, µM (doses to about 61.6 µM), for inactives: at the top dose activity, negative = inhibition, hits mostly inhibitors; 0.44% of 230,000 active; active = well fitted inhibition curve with a large enough effect, not every such curve was filed as active; inactive = no such curve, though single readings can be large or run the other way; also: nearly all actives have a fitted effect of over 30% in size; many of its hits are not listed in these tables
RECQ1 inh – qHTS Assay for Inhibitors of RecQ-Like Dna Helicase 1 (RECQ1). RECQ1 DNA unwinding, red fluorescence kinetic read. 0.54% of 240,000 active. AID 2549, 2010. Potency, µM (titrated, usually from 57.3 µM), for inactives: top-dose activity, negative = inhibition, actives largely listed as inhibitors;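 also: plate controls were vehicle for no effect and no enzyme for full effect; nearly all actives have a fitted effect of over 30% in size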
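RECQ1T1 50 nM; forked duplex (20 bp + 30-nt ss tails) 200 nM, ATP 2 mM final; pH 8.0, 2 mM MgCl2, 2.5 ug/ml poly(dI-dC); 15 min compound preincubation; discontinuous kinetic read over 2 h at RT.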
aGlu spleen mod – qHTS Assay for Inhibitors and Activators of Human alpha-Glucosidase From Spleen Homogenate; 0.006% of 240,000 active; Lysosomal alpha-glucosidase (Homo sapiens), P10253; human spleen homogenate, 4-MU-alpha-glucoside fluorescence; AID 2112, 2009; Potency, µM (titrated, usually from 79.9 µM), inactives show at the highest dose activity change, negative = inhibition, actives largely listed as inhibitors;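 also: 0% = enzyme with vehicle and -100% = no enzyme basal signal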
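Compounds were titrated against alpha-glucosidase in spleen homogenate at pH 5.0, with 1 mM 4-methylumbelliferyl substrate for 40 min at 37 C. Reactions were quenched with pH 10 NaOH/glycine and fluorescence measured.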
GAA inhib – qHTS Assay for Inhibitors of Human alpha-Glucosidase as a Potential Chaperone Treatment of Pompe Disease; AID 1466, 2008; purified human GAA, 4-MU-alpha-glucoside fluorescence; 0.005% of 200,000 active; Potency, µM (titrated, usually from 76.9 µM), for inactives: at the highest dose activity change, negative = inhibition, usual class: inhibitors;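 also: plate controls were uninhibited enzyme wells for no effect and no-enzyme background for full effect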
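Enzyme (4 nM final) mixed with compound (up to 77 uM), then 4-MU-alpha-D-pyranoside (400 uM final) added; 20 min at room temperature, pH 5.0. Reaction stopped at pH 10, fluorescence read, AC50 derived by Hill fit.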
TRb SRC2 PPI – qHTS for Inhibitors of the Interaction of Thyroid Hormone Receptor and Steroid Receptor Coregulator 2; Thyroid hormone receptor beta (Homo sapiens), P10828; TRbeta-SRC2 peptide binding, fluorescence polarization; receptor liganded with 1 µM T3; Potency, µM (top dose mostly 106 µM), for inactives: at the highest dose activity change, negative = inhibition, actives largely listed as inhibitors; 0.065% of 280,000 active; AID 1469, 2008;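 also: plate controls were bound peptide for no effect and peptide without receptor for full effect; nearly all actives have a fitted effect of over 50% in size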
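A fluorescence polarization screen tested compounds at multiple concentrations against complex formation between 0.6 uM TRb ligand-binding domain and 20 nM Texas Red SRC2 peptide, with 1 uM T3 present; readout after 5 hr.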
GAA glycogen mod – qHTS Assay for Inhibitors and Activators of Human alpha-Glucosidase Cleavage of Glycogen | Lysosomal alpha-glucosidase (Homo sapiens), P10253 | recombinant GAA, glycogen substrate, Amplex Red glucose oxidase fluorescence | Potency, µM (highest dose often 76.4 µM), for inactives: top-dose activity change, negative = inhibition, usual class: inhibitors | 0.38% of 300,000 active | AID 2100, 2009;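 also: 0% = full enzyme reaction and -100% = no-enzyme basal signal; the screen sought inhibitors and activators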
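Recombinant enzyme (4 nM final) with compounds titrated up to 77 uM and bovine liver glycogen (30 ug) in citrate pH 5.0, 0.01% Tween-20, 37 C 40 min. Released glucose detected by Amplex Red/glucose oxidase (Ex 573/Em 610); AC50 from Hill fits.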
TR SRC2 fluor cs – Total Fluorescence Counterscreen for Inhibitors of the Interaction of Thyroid Hormone Receptor and Steroid Receptor Coregulator 2 | TRb/SRC2 Texas Red total fluorescence interference | Potency, µM (doses to about 106 µM), without a hit: at the highest dose fluorescence change, negative = quenching | 0.29% of 280,000 active | AID 1479, 2009; active = well fitted curve in either direction with a large enough effect; inconclusive = small, poorly fitted or top-dose-only effect
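Flags fluorescent or light-absorbing compounds by total fluorescence, S + 2P, at 555 nm excitation and 632 nm emission. Mixture: 20 nM Texas Red SRC2 peptide, 0.6 uM human TRb LBD, 1 uM T3, 5% DMSO; compound exposure 5 h at ambient temperature.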
* marks the source's active call; other numbers are inactive results; i = inactive; ? = inconclusive; nt = not tested or not shown; [ ] = remark or other dose. Unless noted, calls follow the shape of the dose curve; as a rule, active = well fitted curve in the direction sought with a large enough effect; inconclusive = small, poorly fitted or top-dose-only effect, or another doubt; inactive = no such curve, though single readings can be large; an effect the other way counts as inactive or inconclusive. Unless noted, % is scaled to controls: 0 for no effect and ±100 for the full control effect; potency is read from the fitted curve at half-maximal effect. Not all compounds are listed. The share of hits here may be higher or lower than overall.

Order of results: aGlu spleen mod	TR SRC2 fluor cs	GAA glycogen mod	RECQ1 inh	RGS12 GoLoco inh	L3MBTL1 inh	GAA inhib	TRb SRC2 PPI
COc1ccc(NC(=O)CNC(=O)c2c(C)nn(C)c2Cl)cc1
 : 9%	-6%	2%	-4%	9%	3%	-7%	5%
Cc1ccccc1C(=O)Nc1cccc(-c2cn3ccccc3n2)c1
 : 6%	0%	18%	i	16%	-12%	3%	-7%
O=C1NN=C(c2ccc(Cl)cc2)CC1c1cccc(Br)c1 (stereo unspecified)
 : -3%	-2%	-4%	-29%	1%	nt	-20%	10%
Cc1ccccc1OCCC(=O)OCC(=O)NC(C)c1ccccc1 (stereo unspecified)
 : nt	-1%	-11%	-1%	7%	20%	-7%	-4%
COC(=O)CSc1ncnc2c1sc1nc3c(cc12)COC(C)(C)C3
 : 5%	-3%	4%	-1%	10%	4%[11.4 µM]	-4%	9%
CCO[C@@H]1OC(C(=O)N2CCN(Cc3ccc4c(c3)OCO4)CC2)=C[C@H](c2cn(C(C)=O)c3ccccc23)[C@H]1CCCO
 : -1%	-3%	1%	i	-2%	-25%	nt	-4%
c1ccc2c(NCC3CCCO3)nc(-c3ccncc3)nc2c1 (stereo unspecified)
 : 5%	2%	-2%	-8%	0%	6%	-5%	0%
Cc1noc(C)c1CSc1nc2ccccc2nc1NS(=O)(=O)c1ccc(Cl)cc1
 : 11%	0%	-6%	13%	-9%	0%	-11%	7%
NC(=O)N1CCCC1C(=O)Nc1ccc(Cl)c(Cl)c1 (stereo unspecified)
 : -1%	0%	-5%	i	2%	nt	-2%	-3%
CCOC(=O)c1c(-c2ccc(-c3ccccc3)cc2)csc1NC(=O)c1cccc(N2C(=O)CCC2=O)c1
 : -8%	-1%	-1%	-10%	-53%	5%	2%	-13%
CCSc1nnc(NC(=O)C(C(F)(F)F)C(F)(F)F)s1
 : 0%	-5%	15%	-9%	4%	1%	-4%	-8%
Cc1cccc(NC(=O)CSc2nc3ccccc3o2)c1
 : -3%	1%	-8%	-16%	-3%	8%	-2%	-17%
Nc1n[nH]c(N)c1N=Nc1ccccc1
 : -2%	-2%	?	-4%	4%	-18%	?	3%
COc1ccccc1NC(=O)c1cc(Sc2nncn2C)nc2ccccc12
 : -16%	-2%	2%	-10%	4%	nt	?	-14%
O=C(CSc1nnc(-c2ccccc2O)o1)N1CCc2ccccc2C1
 : 6%	2%	0%	-4%	1%	nt	0%	-8%
Cc1[nH]c2ccccc2c1C(=O)C(=O)NCC1CCCO1 (stereo unspecified)
 : nt	-4%	-14%	-7%	3%	2%	-2%	1%
CCOC(=O)c1ccc(-c2ccc(/C=N/NC(=O)Cc3nnc(N)s3)o2)cc1
 : -1%	-4%	-1%	-11%	1%	nt	nt	3%
COc1ccc(C2C(C#N)=C(N)Oc3c2oc(CO)cc3=O)cc1 (stereo unspecified)
 : -14%	-1%	5%	-1%	4%	nt	8%	-14%
O=C(NCCO)c1cccc2c1-c1ccccc1C2=O
 : 1%	-2%	-6%	-3%	-4%	-6%	-11%	2%
COc1ccc(NCc2nnc(SCC(=O)Nc3ccc(OC)cc3OC)o2)cc1
 : -6%	-3%	-7%	i	0%	-3%	13%	4%
O=C(Nc1ccccc1C(=O)NC(Cc1ccc(O)cc1)C(=O)O)c1ccccc1 (stereo unspecified)
 : 2%	0%	21%	i	22%	6%	?	4%
CCCOc1ccc(N2C(=O)CC(N3CCCC(C(=O)N4CCCC4)C3)C2=O)cc1 (stereo unspecified)
 : -4%	-1%	5%	-2%	2%	9%	-9%	4%
COc1ccc(-c2nc3ccccc3c(C(=O)Nc3ccc(S(=O)(=O)Nc4cc(C)on4)cc3)c2C)cc1
 : -4%	-3%	-7%	-21%	-7%	-9%	-15%	5%
COc1ccc(Br)cc1C1Nc2ccccc2C(=O)N1NC(=O)c1ccncc1 (stereo unspecified)
 : -10%	3%	1%	-11%	-3%	-5%	5%	-3%
Cc1n(-c2ccccc2)c2ccc(Cl)cc2[n+]1CCO
 : 6%	0%	-15%	i	-2%	8%	14%	0%
O=C1CCCc2ccccc2N1Cc1cccc(F)c1
 : -3%	-6%	-8%	i	0%	18%	-6%	-6%
Cc1occc1C(=O)N/N=C/C=C/c1ccccc1[N+](=O)[O-]
 : 0%	1%	6%	-2%	1%	nt	-8%	-7%
CCOC(=O)C1(Cc2ccccc2C(F)(F)F)CCN(C(=O)c2cc(C)n(C)n2)CC1
 : -6%	-1%	22%	-5%	10%	7%	6%	0%
Cc1ccc(S(=O)(=O)N2CCOCC2)cc1N/N=C(\C#N)c1nc2ccccc2[nH]1
 : -4%	0%	3%	2%	nt	?	?	-2%
COc1ccccc1CNC(=S)NC1CCCCC1
 : -9%	1%	4%	i	5%	-2%	6%	5%
COc1ccc2cc(/C(C)=N/NC(=O)c3cc(-c4cccnc4)nc4ccccc34)ccc2c1
 : 3%	-5%	9%	i	-2%	30%[activator]	-3%	-3%
Cc1sc(NC(=O)CN(C)C2CCCCC2)nc1-c1ccc2c(c1)CCN2S(=O)(=O)c1ccccc1
 : -6%	0%	2%	-16%	21%	nt	-1%	0%
O=CN1CCN(C(C(=O)NC2CCCC2)c2ccc(Cl)cc2)CC1 (stereo unspecified)
 : -12%	-2%	1%	i	4%	2%	-2%	8%
CC1CCCCN1C(=O)CSc1nc(-c2ccccc2)cn1N (stereo unspecified)
 : 1%	-6%	-1%	-12%	21%	-4%	4%	-2%
COc1ccc(OCC(O)CON2C(=O)c3ccccc3C2=O)cc1 (stereo unspecified)
 : -3%	-6%	0%	-3%	7%	8%	-5%	5%
Cc1cccc2c1N(CCOc1ccccc1Cl)C(=O)C2=O
 : -3%	1%	9%	5%	5%	?	3%	-3%
CS(=O)(=O)N(CC(O)Cn1c2ccccc2c2ccccc21)c1ccccc1 (stereo unspecified)
 : 1%	-2%	-1%	-8%	-4%	-1%	-3%	6%
CC1=NN(c2ccccc2)C(=O)/C1=C\c1cc(C)n(-c2ccccc2)c1C
 : 4%	-4%	-4%	-13%	-11%	0%	-8%	-2%
O=C1c2ccccc2C(=O)N1CSc1nnc2c3ccccc3n(CCc3ccccc3)c2n1
 : 3%	0%	0%	-6%	6%	nt	-10%	4%
S=c1nc[nH]c2c1ncn2C1CCCC1
 : 0%	0%	-2%	0%	-15%	10%	-12%	-7%

Four entries picked at random from the list so far:
Order of results: aGlu spleen mod	TR SRC2 fluor cs	GAA glycogen mod	RECQ1 inh	RGS12 GoLoco inh	L3MBTL1 inh	GAA inhib	TRb SRC2 PPI
CC1CCCCN1C(=O)CSc1nc(-c2ccccc2)cn1N (stereo unspecified)
 : 1%	-6%	-1%	-12%	21%	-4%	4%	-2%
Cc1sc(NC(=O)CN(C)C2CCCCC2)nc1-c1ccc2c(c1)CCN2S(=O)(=O)c1ccccc1
 : -6%	0%	2%	-16%	21%	nt	-1%	0%
COc1ccc(Br)cc1C1Nc2ccccc2C(=O)N1NC(=O)c1ccncc1 (stereo unspecified)
 : -10%	3%	1%	-11%	-3%	-5%	5%	-3%
COc1ccc2cc(/C(C)=N/NC(=O)c3cc(-c4cccnc4)nc4ccccc34)ccc2c1
 : 3%	-5%	9%	i	-2%	30%[activator]	-3%	-3%

(list continues)
Order of results: aGlu spleen mod	TR SRC2 fluor cs	GAA glycogen mod	RECQ1 inh	RGS12 GoLoco inh	L3MBTL1 inh	GAA inhib	TRb SRC2 PPI
CCCCNC(=O)CC1N=C2c3ccccc3N=C(SCC(=O)Nc3cccc(OC)c3)N2C1=O (stereo unspecified)
 : 0%	2%	-15%	-3%	5%	7%	-5%	-20%
CCC(Sc1nc2n[nH]c(C)c2c(=N)n1-c1cccc(Cl)c1C)C(=O)N(CC)CC (stereo unspecified)
 : 3%	0%	6%	i	-3%	5%	-2%	-26%
CC1=CC(C)(C)N2C(=O)C3(C(C#N)=C(N)OC4=C3C(=O)CCC4)c3c(C)c(C)cc1c32 (stereo unspecified)
 : -12%	2%	-2%	-12%	3%	0%	-5%	-4%
CC(C)CCn1c(COc2ccccc2)n[nH]c1=S
 : 9%	-2%	-21%	i	-3%	-9%	7%	5%
COc1cc(OC)cc(-c2n[nH]c(=S)n2-c2cc(OC)ccc2OC)c1
 : -2%	-1%	-13%	i	2%	nt	-4%	-5%
O=C(O)Cc1c[nH]c2ccc(O)cc12
 : -13%	3%	nt	-10%	6%	nt	nt	0%
COc1ccc(/C=N/NC(=O)c2cccnc2)cc1COc1ccc([N+](=O)[O-])cc1
 : -7%	-2%	-2%	4%	5%	3%	nt	6%
COc1ccc(C(C)=O)cc1CSc1nnc(Nc2ccccc2)s1
 : 0%	1%	-7%	i	-4%	1%	2%	5%
O=C(Cc1cccc(C(F)(F)F)c1)NCc1ccc(Cl)cc1Cl
 : -2%	-2%	-1%	-1%	-9%	16%	-11%	1%
CC(C)(CS(=O)(=O)[O-])NC(=O)CC[N+](C)(C)CCO
 : -1%	1%	-5%	1.4µM*	2%	3.5µM*	-4%	-3%
Cc1cnc(C(=O)NCCc2ccc(S(=O)(=O)NC(=O)NC3CCCCC3)cc2)cn1
 : 6%	0%	1%	10%	10%	3%	4%[15.4 µM]	1%
Cn1c(CNC(=O)c2ccccc2F)nnc1SCC(=O)N1CCN(c2ccccc2)CC1
 : -1%	-1%	5%	12%	5%	3%	6%	2%
